# Screens deposited in PubChem by Broad Institute.
# GSIS activator = GLuc luminescence reporter in INS-1E cells, primary screen for activators of glucose-dependent secretion of insulin; INS-1E GLuc reporter insulin secretion, 2-3 h; activation, % at 16.6 µM; hit rate 0.61% among 370,000;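 active means lowest replicate activation of at least 40%, so every replicate reaches that level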;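 further: 0% = median of neutral control wells and 100% = median of IBMX positive control wells; some compounds called inactive have numbers as strong as hits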
# ARNT-TACC3 inh = disruptors of ARNT/TACC3 protein interaction, primary screen, biochemical, AlphaScreen, single concentration. inhibition, % at 9.99 µM. AID 623870, 2012. AlphaScreen His-ARNT PAS-B/GST-TACC3 binding, luminescence; TACC3 fragment carries E629A point mutation. hit rate 0.66% among 390,000. Transforming acidic coiled-coil-containing protein 3 (Homo sapiens), Q9Y6A5;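 active means mean inhibition of replicates at least 50% and at least half of replicates each reaching 50%; inconclusive means half or more replicates reach 50% but mean below 50%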;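 further: 0% = complete ARNT plus TACC3 wells and 100% = ARNT alone without TACC3; many hits fall short of the cut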
# Xi reactivation = activators of inactive X chromosome reactivation, primary screen, imaging, XiGFP fibroblasts, GFP high-content imaging, set 2; XiGFP mouse fibroblasts, % GFP-positive cells imaging, 3 d; cells co-treated with 5-aza-dC sensitizer; scaled so ellipticine positive control = 100%; activation, % at 7.58 µM; hit rate 0.055% among 360,000;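 active means mean normalized replicate activation at least 10% and every replicate at or above 10%; inconclusive means only one of the two criteria met; inactive means mean below 10% and not all replicates reach 10%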;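 further: 0% = median of on-plate neutral control wells and 100% = ellipticine 6 µM median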
#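 Material: XiGFP fibroblasts, SV40-immortalized. Buffer or medium: DMEM plus 5-aza-dC sensitizer. Compound: single concentration per compound, delivered by pin transfer. Times: 3 days compound exposure. Controls: ellipticine 6 µM.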
# esBAF inh = Bmi1 luciferase reporter increase in mESCs, primary screen, esBAF inhibitor project, mouse ES cells, Bmi1 luciferase knock-in, single point; 24 h; 100% = twice the neutral-well signal; reporter increase, % at 12.5 µM; hit rate 2% among 350,000; AID 602393, 2012; in the data active means activation above about 40%; inconclusive means no clear call, values can overlap the other calls;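 further: 0% = median of the plate's neutral control wells and 100% = double that signal; a rise in the Bmi1 reporter signal indicates esBAF inhibition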
# RAD52 inh = RAD52 DNA annealing inhibitors, primary screen, biochemical, FRET, single point, set 2; recombinant RAD52 DNA annealing, FRET fluorescence; hit rate 0.46% among 360,000; AID 651710, 2012; inhibition, % at 18.7 µM;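 active means every replicate showing at least 50% inhibition; inconclusive means mean inhibition at least 50% but not in every replicate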
# CFTR F508del cor = F508del CFTR correction, initial screen, CFBE line, single point. activity (quench increase), % at 7.58 µM. CFBE cells, YFP halide quenching; stimulated with forskolin plus potentiator P3; % fluorescence drop versus neutral controls. hit rate 0.36% among 350,000;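 active means mean added fluorescence quench of at least 8% versus neutral control, with both replicates also reaching 8%; inconclusive means only one of the mean or replicate conditions met; inactive means mean below 8% and not both replicates reaching 8%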;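 further: cells transiently co-express mutant CFTR-F508del with the halide-sensitive YFP; corrector assay measuring rescue of mutant channel to the surface after 24 h compound exposure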
# RAD54 inh = inhibitors of human RAD54 branch migration, primary screen, biochemical, fluorescence, single point; hit rate 0.14% among 360,000; AID 602329, 2012; inhibition, % at 10.4 µM; RAD54 Holliday junction branch migration, FAM/BHQ fluorescence; DNA repair and recombination protein RAD54-like (Homo sapiens), Q92698;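 active means mean normalized replicate activity at least 40 and at least half of replicates scoring 40 or more; inconclusive means only one of the two criteria met; inactive means mean below 40 and under half of replicates reaching 40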;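 further: 0% = median of neutral control wells and 100% = median of positive control wells; inhibitors cause a drop in the FAM fluorescence signal; in these data hits start at about 50%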
# Target sequence (Q92698 whole entry, looked up): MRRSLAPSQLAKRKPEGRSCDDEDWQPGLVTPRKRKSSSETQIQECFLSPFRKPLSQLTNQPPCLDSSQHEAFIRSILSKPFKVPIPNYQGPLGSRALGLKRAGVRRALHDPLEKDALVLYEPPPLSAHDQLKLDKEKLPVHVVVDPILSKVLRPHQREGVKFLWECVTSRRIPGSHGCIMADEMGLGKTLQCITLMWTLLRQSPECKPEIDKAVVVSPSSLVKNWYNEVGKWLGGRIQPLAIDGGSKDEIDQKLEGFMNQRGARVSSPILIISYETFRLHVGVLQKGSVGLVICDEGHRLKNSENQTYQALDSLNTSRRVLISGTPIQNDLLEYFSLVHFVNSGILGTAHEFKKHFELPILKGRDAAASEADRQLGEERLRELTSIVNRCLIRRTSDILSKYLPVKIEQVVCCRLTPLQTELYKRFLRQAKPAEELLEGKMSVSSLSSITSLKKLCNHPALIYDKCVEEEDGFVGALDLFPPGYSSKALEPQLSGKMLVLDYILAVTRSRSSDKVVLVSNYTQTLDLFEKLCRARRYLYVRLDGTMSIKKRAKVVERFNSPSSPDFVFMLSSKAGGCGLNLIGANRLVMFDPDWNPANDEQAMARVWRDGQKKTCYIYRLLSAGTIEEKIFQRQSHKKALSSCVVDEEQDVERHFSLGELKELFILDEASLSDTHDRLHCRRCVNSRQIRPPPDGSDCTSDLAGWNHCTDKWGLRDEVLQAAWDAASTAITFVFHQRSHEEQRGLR
# ERAP1 HTS inh = human ERAP1 aminopeptidase inhibitors, primary screen, biochemical, single point, plate reader; recombinant ERAP1, Leu-AMC fluorescence, 60 min; inhibition, % at 10.7 µM; hit rate 0.15% among 340,000; AID 652197, 2013;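 active means mean replicate inhibition of at least 30%, or all replicates individually reaching that 30% level; inactive means mean below 30% and not every replicate reaching it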;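 further: 0% = neutral control wells and 100% = L-leucinethiol positive control wells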
# Numbers without * were called inactive; ? = inconclusive; . = not tested or not shown; & = joins results of further samples. No enrichment for hits; 3.3% or so of the library scored in one or more.
item	compound	GSIS activator	ARNT-TACC3 inh	Xi reactivation	esBAF inh	RAD52 inh	CFTR F508del cor	RAD54 inh	ERAP1 HTS inh
1	Cn1ccnc1SCC(=O)c1cccc(C(F)(F)F)c1	-9	8	-0.1	33	-20	-0.4	3	2
2	CC(=O)c1cccc(CN2CCN(CC=C(C)C)C(CCO)C2)c1 (stereo unspecified)	-4	-5	0.0	0	-4	1.7	0	4
3	N=c1c2c(ncn1CCCO)Oc1c(ccc3ccccc13)C2c1ccccc1 (stereo unspecified)	1	18	-0.1	.	16	2.0	.	-2
4	Cc1ccc(-n2nnnc2SCc2ccc(C(=O)O)cc2)cc1C	43	-2	0.0	-10	-14	-3.1	-23	-5
5	COc1ccc(NC(=O)N(C)C[C@@H]2Oc3ccc(NC(=O)NC4CCCCC4)cc3CC(=O)N([C@@H](C)CO)C[C@H]2C)cc1	4	1	-1.4	5	10	-1.2	1	-2
6	Cc1ccc(CC(=O)Nc2cc(C)on2)cc1	22	-2	.	-2	-11	.	4	3
7	COc1cccc(OCCCN2CCCCC2)c1	9	0	.	2	.	.	-3	.
8	Cc1[nH]c(C)c(S(=O)(=O)N2CCN(c3ccccc3)CC2)c1C(=O)N1CCCCC1	7	3	0.0	-2	-10	0.5	-14	-2
9	C[C@@H]1CN([C@@H](C)CO)C(=O)Cc2cc(NC(=O)Cc3ccccc3)ccc2O[C@H]1CN(C)Cc1ccc(C(F)(F)F)cc1	-41	3	-0.9	0	29	2.3	-20	4
10	CC(=O)N(C)C[C@H]1[C@@H](c2ccc(-c3ccccc3F)cc2)[C@@H](CO)N1C(C)=O	5	-1	0.0	-5	-7	0.8	5	0
11	CCn1c(SCC(=O)NNC(=O)Cc2ccccc2)nnc1-c1ccccc1	2	-6	.	0	.	.	8	.
12	COc1ccc(C(CNC(=O)C(=O)Nc2ccc3c(c2)OCCO3)N2CCN(C)CC2)cc1 (stereo unspecified)	1	-19	0.1	.	-5	1.4	5	-3
13	CCCN1C(=O)S/C(=C/c2ccc(N3CCOCC3)o2)C1=O	-2	9	0.6	?	-359	-2.4	-40	.
14	CCNc1nc(NCC)n2c(SCC(=O)c3ccccc3F)nnc2n1	3	-2	-0.9	.	-4	1.0	.	3
15	COc1cc2c(cc1OC)CN(C(=O)[C@@H]1[C@H]3C(=O)O[C@H](c4ccccc4)[C@H](c4ccccc4)N3[C@H](c3ccc(O)cc3)[C@@]13C(=O)Nc1ccc(C#CCCO)cc13)CC2	.	2	.	.	13	0.8	-2	1
16	COc1ccccc1NC(=O)CNC(=O)c1ccccc1C	4	0	.	-8	.	.	-9	.
17	CS(=O)(=O)N(CC(=O)N/N=C/c1ccccn1)c1ccc(Oc2ccccc2)cc1	-12	23	0.0	1	-23	1.0	17	-1
18	COc1cccc(CNC(=S)NC2CCCC2)c1	-13	.	2.4	.	-10	-0.8	-17	2
19	C[C@@H]1CCCCO[C@H](CN(C)C)[C@H](C)CN([C@H](C)CO)C(=O)c2cc(NS(C)(=O)=O)ccc2O1	21	-2	0.2	-2	-2	0.1	1	-1
20	CNC(=O)c1c(NC(=O)c2ccc(N3C(=O)CCC3=O)cc2)sc2c1CCCC2	-3	2	0.1	4	-17	-0.4	-1	16
21	CCOP(=O)(OCC)C(Nc1cccc([N+](=O)[O-])c1)c1ccc(OC)cc1 (stereo unspecified)	.	.	0.0	.	-10	2.1	0	-3
22	Cc1cc(C)n(-c2ccc(NC(=O)C3CCCCN3C(=O)c3cccs3)cc2)n1 (stereo unspecified)	-8	-3	0.0	3	-8	1.9	4	-2
23	C[C@@H]1CN([C@@H](C)CO)C(=O)c2cc(NC(=O)Cc3ccccc3)ccc2O[C@@H](C)CCCCO[C@H]1CN(C)C(=O)Cc1ccccc1	-36	-2	0.4	3	13	1.6	9	-2
24	CC(=O)c1cccc(N(CC(=O)NC2CCCC2)C(=O)c2ccc(C)s2)c1	8	-6	0.4	-5	-18	1.0	-2	2
25	Cc1ccc(S(=O)(=O)Nc2ccc3c(c2)CC(=O)N([C@H](C)CO)C[C@H](C)[C@@H](CN(C)C(=O)Nc2c(C)noc2C)O3)cc1	11	-6	-0.8	-4	-13	-1.6	7	1
26	CC1(c2nnc(Cc3ccccc3)o2)CC(c2c(Cl)cccc2Cl)=NO1 (stereo unspecified)	-2	-4	0.3	4	-15	-6.0	4	-2
27	Cc1ccc(-n2c(C)nn(Cc3ccc([N+](=O)[O-])cc3)c2=O)cc1	-2	-1	0.3	.	-14	0.8	.	4
28	N#Cc1cccc(-c2ccc([C@@H]3[C@@H](CO)N4CCCCN(C(=O)Nc5ccccc5)C[C@@H]34)cc2)c1	-11	5	0.0	.	-82	3.2	-5	0
29	CC1CCN(C(=O)c2cc(-c3ccc(Cl)c(Cl)c3)on2)CC1	-30	-1	.	28	.	.	-5	.
30	CCc1nc(SCC(=O)NCC2CCCO2)c2oc3ccccc3c2n1 (stereo unspecified)	1	-3	.	1	.	.	-4	.
31	C=C1CCN([C@H](C(=O)Nc2ccc(OC)cc2)C(C)C)S(=O)(=O)c2ccccc21	-8	4	0.9	-1	-24	0.3	-3	.
32	Cc1cccc(C)c1NC(=O)CN(c1ccccn1)S(=O)(=O)c1ccccc1	-2	.	0.1	-14	-13	-1.7	-8	-3
33	Cn1ncc(Br)c1C(=O)NC1CCCCCC1	10	2	0.2	-4	-11	-2.0	0	-1
34	CCCNC(=O)Nc1ccc2c(c1)OC[C@@H](C)N(C(=O)CC)C[C@@H](C)[C@H](OC)CN(C)C2=O	6	.	-0.3	.	-4	1.3	.	0
35	COc1cc(C(=O)NCC2(c3ccccc3)CCCC2)cc(OC)c1OC	-20	7	0.0	3	-7	0.6	5	3
36	COc1ccc(NCC(=O)Nc2ccc(Br)cc2F)c(OC)c1	3	9	.	11	-197	-0.9	7	-5
37	O=[N+]([O-])c1ccc(Oc2ccc(OCc3ccccc3)cc2)nc1	12	19	0.0	1	-9	-0.5	0	-3
38	CC(C)c1[nH]nc2c1C(Cc1ccccc1)C(C#N)=C(N)O2 (stereo unspecified)	-5	25	.	1	.	.	-2	.
39	C[C@@H]1CCCCO[C@@H](CN(C)Cc2ccc(Cl)c(Cl)c2)[C@H](C)CN([C@H](C)CO)C(=O)c2cc(NS(=O)(=O)c3cn(C)cn3)ccc2O1	-18	14	-0.1	3	-1	3.4	-4	-1
40	Cc1nn(-c2ccc(F)cc2)c(Cl)c1/C=C(/CCC(=O)O)c1nc2ccccc2s1	18	-5	-0.2	-1	-1	2.0	1	0
41	NNC(=O)C(=O)Nc1ccc(Cl)c(Cl)c1	-14	.	0.0	.	-5	2.4	-2	-1
42	O=C1NC[C@@H](CCCCN2C[C@H](Cc3ccccc3)N(CC3CCCCC3)C(=O)C2=O)N(CCc2ccc(O)cc2)C1=O	-10	.	0.1	.	-27	2.3	.	.
43	C[C@@H]1CCCCO[C@@H](CN(C)S(=O)(=O)c2cccs2)[C@@H](C)CN([C@H](C)CO)C(=O)c2cc(NC(=O)CCCN(C)C)ccc2O1	17	1	4.2	-1	6	0.9	-3	-5
44	COc1ccccc1N1CCN(C(=O)/C=C/c2cccc([N+](=O)[O-])c2)CC1	4	-2	-0.1	.	-14	-0.1	.	3
45	COc1ccc2c3c(n(C)c2c1)[C@@H](CO)N(C(=O)C1CCC1)CC31CCN(CC2CCCC2)CC1	-5	.	0.0	.	.	-0.2	.	-3
46	COc1ccc(CCN2CC(C(=O)N3CCC(O)(c4ccccc4)CC3)CCC2=O)cc1 (stereo unspecified)	-1	-2	-0.1	-2	-9	-1.6	8	1
47	CCCNC(=O)N1C[C@@H](C)[C@H](OC)CN(C)C(=O)c2ccc(NC(=O)CCC)cc2OC[C@@H]1C	13	-10	0.2	-7	2	-1.6	-4	2
48	Cc1n[nH]c(C)c1CCN(C)Cc1cn(C)nc1-c1ccc2c(c1)OCCO2	6	4	0.2	-7	-29	0.5	-2	1
49	COc1ccccc1C1CCN(c2cc(O)ccc2[N+](=O)[O-])CC1	-25	18	0.2	3	-31	1.1	-5	.
50	OC(c1ccccc1)(c1nc(-c2cccc3cccnc23)cs1)C(F)(F)F (stereo unspecified)	.	.	0.7	-11	-8	-2.6	17	-1

# 6 entries from above, with one line to a screen:
34	CCCNC(=O)Nc1ccc2c(c1)OC[C@@H](C)N(C(=O)CC)C[C@@H](C)[C@H](OC)CN(C)C2=O
35	COc1cc(C(=O)NCC2(c3ccccc3)CCCC2)cc(OC)c1OC
36	COc1ccc(NCC(=O)Nc2ccc(Br)cc2F)c(OC)c1
37	O=[N+]([O-])c1ccc(Oc2ccc(OCc3ccccc3)cc2)nc1
38	CC(C)c1[nH]nc2c1C(Cc1ccccc1)C(C#N)=C(N)O2 (stereo unspecified)
39	C[C@@H]1CCCCO[C@@H](CN(C)Cc2ccc(Cl)c(Cl)c2)[C@H](C)CN([C@H](C)CO)C(=O)c2cc(NS(=O)(=O)c3cn(C)cn3)ccc2O1
assay / entry | 34 | 35 | 36 | 37 | 38 | 39
GSIS activator | 6 | -20 | 3 | 12 | -5 | -18
ARNT-TACC3 inh | . | 7 | 9 | 19 | 25 | 14
Xi reactivation | -0.3 | 0.0 | . | 0.0 | . | -0.1
esBAF inh | . | 3 | 11 | 1 | 1 | 3
RAD52 inh | -4 | -7 | -197 | -9 | . | -1
CFTR F508del cor | 1.3 | 0.6 | -0.9 | -0.5 | . | 3.4
RAD54 inh | . | 5 | 7 | 0 | -2 | -4
ERAP1 HTS inh | 0 | 3 | -5 | -3 | . | -1

# (continued)
item	compound	GSIS activator	ARNT-TACC3 inh	Xi reactivation	esBAF inh	RAD52 inh	CFTR F508del cor	RAD54 inh	ERAP1 HTS inh
51	CCO[C@@H]1OC(C(=O)Nc2ccccc2)=C[C@H](c2ccc3c(c2)OCO3)[C@H]1CCCO	.	0&-3	0.1	11	10&-19	0.8&-0.3	-7&-22	0&2
52	CCOC(=O)NNS(=O)(=O)c1cc(Br)ccc1Br	15	-7	0.1	-6	-7	-3.5	0	-6
53	Cc1noc(C)c1NC(=O)N(C)C[C@H]1Oc2ccc(NS(=O)(=O)c3ccc(F)cc3)cc2C(=O)N([C@H](C)CO)C[C@H]1C	2	-8	0.6	-1	-3	-2.2	3	-1
54	O=C(Nc1ccc(Cl)cc1)N[C@H]1CC[C@@H](CCn2cc(C3(O)CCCC3)nn2)O[C@@H]1CO	-15	20	-0.5	-3	1	0.0	-16	0
55	O=C(COc1ccccc1)Nc1ccc(CSc2ccccc2)cc1	.	-1	.	12	4	.	-4	2
56	COc1ccc(CNC(=O)[C@H](NC(=O)C2CCN(C(=O)[C@@H](N)CCSC)CC2)C(C)C)cc1	9	-3	.	5	6	1.2	6	9
57	CCC(=O)Nc1cc2c3c(c1)CCC(=O)N3CCC2	28	-7	0.2	-6	4	0.1	9	0
58	Fc1ccc(/C=N/Nc2nccnc2Cl)cc1	0	1	-0.1	39	-10	-1.6	-4	3
